PGC1a acetyl inh: modulators of PGC1a acetylation; 0.17% of 350,000 active; U2OS PGC1a acetylation, AlphaScreen anti-acetyl-lysine; with virally co-expressed GCN5 acetyltransferase; inhibition, % at 15.6 µM;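 active = every replicate shows inhibition of at least 40%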;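 note: 0% = neutral control wells and 100% = positive control wells; some results beyond the cut were filed as inactive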
C2C12 statin: protects C2C12 myotubes from simvastatin toxicity. ATP luminescence, 48 h; scaled: DMSO 0, geranylgeraniol control 100. rescue of ATP level, % at 7.49 µM. 0.78% of 330,000 active;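 active = mean ATP rescue above about 67%, or every replicate alone reaching that limit, limit read from the data, passing the limit was not always enough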;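 note: myotubes were challenged with 10 µM simvastatin during compound exposure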
Cneo AK release: Cryptococcus neoformans lysis via adenylate kinase release | lysis activity, % at 15 µM | 0.2% of 360,000 active | C. neoformans lysis, adenylate kinase release luminescence, 4 h; normalised: neutral wells 0, clomiphene wells 100;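 active = mean lysis activity across replicates of at least 80%, whatever share of replicates individually reach that level; inactive = mean lysis activity below 80%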
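Material – log-phase Cryptococcus neoformans yeast cells · Input – 5 × 10^6 yeast cells/mL · Medium – fresh YPD growth medium · Doses – single compound concentration per well · Timing – static 4 h at 37 °C with compound, 1 h detection · Detection – adenylate kinase release luminescence · Read-out – signal increase indicating cell lysis · Control set – Clomiphene as positive lysis control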
* marks the source's active call; other numbers are inactive results.

Molecule	PGC1a acetyl inh	C2C12 statin	Cneo AK release
CN(C)c1ncc(S(=O)(=O)c2ccc(Cl)cc2)c(-c2ccc(Cl)cc2Cl)n1	-8	-4	-1
CC(C)SCCCCOc1ccc2ccccc2c1	0	-24	1
O=C(NCc1ccccn1)c1cc(-c2ccccc2Cl)on1	-3	-3	-2
Nc1nnc(SCC(=O)Nc2ccc(F)c(Cl)c2)n1-c1ccccc1	-3	0	0
CO/N=C/NC(=O)NOCc1ccc(Cl)cc1Cl	-12	-2	1
CCOC(=O)c1cc2ccccc2nc1C	10	7	0
O=C(N/N=C1\CCCc2ccccc21)C(O)c1ccccc1 (centres undefined)	10	2	0
Cc1ccnc(NC(=O)c2ccc(COc3ccc(Cl)cc3)o2)c1	4	11	0
COc1ccc(CN2C3CCCC2CC(NC(=O)Nc2ccccc2C)C3)cc1 (centres undefined)	5	14	6
O=c1[nH]c2c(s1)C(c1ccco1)C1C3CCC(C3)C1S2 (centres undefined)	-10	-30	-8
O=C(NCC1CCCO1)C1CC(c2ccc(Cl)c(Cl)c2)=NO1 (centres undefined)	-8	-11	0
O=C(C1CCN(CCCc2ccccc2)CC1)N1CCCCC1	2	5	0

Overlap with the part before: 6 compounds, then new ones.
Molecule	PGC1a acetyl inh	C2C12 statin	Cneo AK release
O=C(N/N=C1\CCCc2ccccc21)C(O)c1ccccc1 (centres undefined)	10	2	0
Cc1ccnc(NC(=O)c2ccc(COc3ccc(Cl)cc3)o2)c1	4	11	0
COc1ccc(CN2C3CCCC2CC(NC(=O)Nc2ccccc2C)C3)cc1 (centres undefined)	5	14	6
O=c1[nH]c2c(s1)C(c1ccco1)C1C3CCC(C3)C1S2 (centres undefined)	-10	-30	-8
O=C(NCC1CCCO1)C1CC(c2ccc(Cl)c(Cl)c2)=NO1 (centres undefined)	-8	-11	0
O=C(C1CCN(CCCc2ccccc2)CC1)N1CCCCC1	2	5	0
O=C1CN(C(=O)COC(=O)c2oc3ccccc3c2COc2ccccc2)c2ccccc2N1	0	7	-1
CCn1c2ccccc2c2cc(NS(=O)(=O)c3ccc(C)cc3)ccc21	-8	2	-1
O=C(Cn1cnc2ccccc2c1=O)N(Cc1ccco1)c1ccc(O)cc1	17	4	-2
C=C(C)COc1ccc(-c2[nH]ncc2Oc2cccc(OC)c2)c(O)c1	-20	-33	-3
COC(=O)c1ccc(NC(=O)c2cn(-c3ccccc3)nc2-c2ccncc2)cc1	3	5	-1
Cc1cccc(CN2CCN(CC(=O)NCCCN3CCN(c4ccc(F)cc4)CC3)C2=O)c1	8	7	-3
CCOC(=O)C1CCCCN1C(=O)CCc1c(C)nc2ncnn2c1C (centres undefined)	-6	-3	7
O=[N+]([O-])c1nn(-c2ccc3c(c2)OCCO3)n(O)c1=NC1CCCCC1	2	10	1
COc1cc(C(=O)Nc2ccc(NC(=O)c3ccco3)nc2)cc(OC)c1OC	-14	-11	-2
O=C(CC(O)(C(F)(F)F)C(F)(F)F)Nc1ccc(Cl)c(Cl)c1	15	-185	-9
Cc1ccc(-c2noc(CCC(=O)N3CCCc4ccccc43)n2)cc1	-1	-13	3
COCOc1cc(O)c(C(=O)/C=C/c2ccc(OCOC)c(OCOC)c2)c(OCOC)c1	0	8	0
COc1ccc(-c2nn[nH]n2)cc1OC	5	20	-1
Cc1cc(C)c(S(=O)(=O)N2CCCCC2)cc1N(C)S(=O)(=O)c1ccc(Cl)cc1	7	2	0
CCn1c(SCC(=O)Nc2cc(F)ccc2C)nnc1-c1ccccc1O	-5	17	0
O=C(CCCCCn1c(=S)[nH]c2ccc(Br)cc2c1=O)NCC1CCCO1 (centres undefined)	-2	2	-2
CCCC(=O)C1=C(c2ccccc2)C(C#N)(C#N)C(C#N)=C1N	11	-9	-1
COc1ccc(CNC(=O)C(CCSC)NC(=O)c2ccco2)cc1 (centres undefined)	2	6	-2
Cc1onc(-c2ccccc2)c1C(=O)Nc1nnc(-c2ccncc2)s1	-5	-5	-3
COc1ccc(C(O)Cc2nc3ccccc3n2C)cc1OC (centres undefined)	4	8	2
CC(=O)NC(=O)c1nnn(Cc2ccccc2)c1NC(C)=O	-8	7	-3
COc1ccc(N2CCCCn3c2nc2c3c(=O)[nH]c(=O)n2C)cc1	5	-2	1
CCOC(Cn1c(-c2ccc(OC)cc2)nc2ccccc21)OCC	-2	-30	2
COc1ccc(-c2nnc(SCC(=O)Nc3ccccc3)n2C)cc1	1	19	0
Cc1ccc(-c2cnc(NC(=O)CCC(=O)N3CCCCC3)n2C)cc1	1	-3	0
COC(=O)C(C#N)c1nc2ccccc2nc1N1CCCC1 (centres undefined)	-6	15	-1
Cn1c(-c2sccc2OCc2ccccc2)n[nH]c1=S	3	6	2
Nc1ccccc1NC(=O)c1ccccc1	14	3	-2
CCCCC[n+]1ccn(C2=C([O-])c3ccccc3C(=O)/C2=N\S(=O)(=O)c2ccccc2)c1	-5	50	0
CCOc1ccccc1-n1c(N)c(C(N)=O)sc1=S	-2	-9	0
O=C(CN1C(=O)c2ccccc2S1(=O)=O)Nc1cccnc1	3	10	6
CCCNC(=O)C1CCN(S(=O)(=O)c2ccc(-c3nn[nH]n3)cc2)CC1	2	1	-3
Cc1nn2c(-c3ccc(Cl)cc3Cl)nnc2s1	51	4	0
Cc1sc2nc3n(c(=O)c2c1C)CCCS3	3	8	1
Cn1c(=O)oc2cc(S(=O)(=O)NCc3ccccc3)ccc21	-3	19	1
O=C1N2CN(C(c3ccccc3)c3ccccc3)CN=C2SC1(CO)CO	9	-3	-1
CC(=O)NC1C(=O)N(CCc2ccccc2)c2ccccc21 (centres undefined)	8	1	-3
COC(=O)c1cc(Br)ccc1OC(=O)c1cccnc1	-15	0	0
C=CCn1c(Cc2cccs2)nnc1SC/C=C/c1ccccc1	-1	18	-6
Cc1ccc(N2CCN(CC3CC=CCC3)CC2)cc1 (centres undefined)	8	-22	-2
O=C(NCCN1CCCCC1)c1cc2ccccc2[nH]1	-2	-10	3
COc1ccc(N(CC(=O)O)S(=O)(=O)c2ccc(OC)c(OC)c2)cc1	1	11	0
Cc1ccc(S(=O)(=O)CNC(=O)c2ccccc2)cc1	7	3	1
COc1ccc(-c2ccnc(SCC(=O)Nc3ccccn3)n2)cc1	16	1	3
CCOC(=O)c1c(-c2ccccc2)oc2ccc(O)c(CN3CCCC3)c12	-7	-19	2
CCOC(=O)c1c(-c2ccc(C)o2)csc1NC(=O)CN(C)CC(=O)Nc1ccc(C)cc1	-21	1	-1
Cc1cccc(C(=O)NN2C(=O)C3C(c4ccccc4)C=CC(c4ccccc4)C3C2=O)c1 (centres undefined)	-12	14	1
CCCN(CC1CC1)C(=O)CSc1nnc(-c2cc(-c3cccs3)nc3ccccc23)o1	-2	7	-2
CCCC(=O)n1nc(-c2ccccc2)nc1SC	4	-8	-1
O=C(O)CCCC(=O)Nc1nc(-c2ccc(F)cc2)cs1	-5	-14	24
COc1cccc(N2CCN(C3CC(=O)N(c4cccc(Cl)c4)C3=O)CC2)c1 (centres undefined)	-3	-3	-1
CS(=O)(=O)N1CCN(c2ccccc2NC(=O)c2cccs2)CC1	-20	-25	3
Cn1c(=O)c2c(ncn2CC(=O)N2CCN(c3cccc(Cl)c3)CC2)n(C)c1=O	8	-2	1
C=CCOc1nc(N2CCCC2)nc(N2CCCC2)n1	-5	5	1
CCOC(=O)N1CCC(Nc2nc(OC)nc(OC)n2)CC1	4	1	-3
CCCCn1ccnc1C(=O)c1cccc(S(=O)(=O)N2c3ccccc3CC2C)c1 (centres undefined)	-4	11	0
CCN1CCN(C(c2cccnc2)c2cc(Cl)c3cccnc3c2O)CC1 (centres undefined)	6	1	-4
O=C(CCCSc1nc(-c2ccco2)cc(C(F)(F)F)n1)NCc1cccs1	-16	126*	-5
COc1ccc(NC(C)c2cc(Cl)ccc2O)cc1 (centres undefined)	-2	3	-4
O=[n+]1c2c(n([O-])c3cc(F)c(F)cc31)CCCC2	-17	-4	0

Next section
Molecule	PGC1a acetyl inh	C2C12 statin	Cneo AK release
CCN(CCCNC(=O)CC(C(=O)N1CCc2ccccc21)n1ccnc1)c1cccc(C)c1 (centres undefined)	1	1	-2
COCc1c(C)cc(C)c(/C=N/O)c1C	10	-2	-6
CC1(C)C(=O)Nc2ccccc2N1C(=O)COc1ccc(S(=O)(=O)N2CCOCC2)cc1Cl	-4	0	-1
COc1cc(NC(=O)c2ccco2)c(C(=O)O)cc1OC	4	-13	-4
CCOC(=O)c1sc(NCC2CCCO2)nc1C (centres undefined)	-15	113*	3
O=C(OCC1COc2ccccc2O1)c1c(F)cccc1F (centres undefined)	-6	-4	4
COCC(C)n1c(SCC(=O)N2CCCCC2)nc2ccccc2c1=O (centres undefined)	7	6	1
O=C(CSc1nc2c(cnn2-c2ccccc2)c(=O)[nH]1)N1CCOCC1	-2	142*	-1
CCc1ccc2[nH]c(=O)c(CN(Cc3ccccc3OC)C(=O)Nc3ccccc3OC)cc2c1	-5	-26	-1
Cc1cc(N2CCN(c3ccccn3)CC2)n2nc(C)nc2n1	-1	-7	1
CCn1cc(C(=O)OCC(=O)Nc2cc(S(=O)(=O)N(C)C)ccc2C)c(=O)c2ccc(C)nc21	-8	1	-6
COc1nc(-c2ccc(C)cc2)ccc1-c1noc(-c2ccco2)n1	7	-9	-3
COc1ccc(CC(NC(C)=O)C(=O)NC2CCN(C(=O)c3cnccn3)CC2)cc1 (centres undefined)	7	14	-5
Cc1ccc(S(=O)(=O)N(C)Cc2ccc(-c3nnco3)cc2)cc1	-11	108*	0
O=C(c1cnn2c1NC(c1ccco1)CC2C(F)(F)F)N1CCN(c2cccc(Cl)c2)CC1 (centres undefined)	-8	18	2
COc1ccc(C(=O)NC(=S)NC(C)C)cc1Br	8	34	25
CCc1nn(-c2cc(Cl)ccc2OC)c2c1C(=O)CCC2	-9	0	3
CC/C(C)=N\N=C\c1c(O)n(CC)c2cc(C3=NNC(=O)CC3)ccc12	4	-5	4
CN(C)CCNC(=S)Nc1ccc(Cl)cc1	5	7	0
COCCOC(=O)c1c(C)oc2ccc(OC(=O)c3c(OC)cccc3OC)cc12	0	-8	2
CNc1nc(Nc2ccc(C(C)=O)cc2)nc(OC(C(F)(F)F)C(F)(F)F)n1	9	-17	2
CC1CN(C(=O)CSc2nnc3c(Cl)cc(Cl)cn23)CC(C)O1 (centres undefined)	-22	-15	0
CCC(C)N(NC(C)=O)c1nc(Cl)nc(NC(C)C)n1 (centres undefined)	-12	-2	-1
COCCCn1c(Cc2csc(Nc3cccc(Cl)c3)n2)nnc1SCC(=O)OC1CCCCC1	-4	-2	0
N/C(=N\OC(=O)c1cccc(Br)c1)c1ccc(Br)cc1	4	96*	0
CO/N=C(\c1nonc1N)N1CCN(c2ccc(Cl)cc2[N+](=O)[O-])CC1	-14	6	1
CCOC(=O)NC(=O)CSc1nnc(C)s1	-14	-26	-3
CC(=O)N(/N=C1\Sc2ccccc2C1=O)c1ccccc1	11	-2	-3
CCOC(=O)Cc1csc(NC(=O)Nc2ccccc2)n1	-31	6	0
CCC(=O)N1CCc2cc(S(=O)(=O)NCCN3CCC(C)CC3)ccc21	-6	-13	5
COC(=O)c1ccc2c(=O)n(CCN3CCOCC3)c(=S)[nH]c2c1	-2	-22	8
O=C(Oc1cccc2cccnc12)c1ccc2c(c1)OCCO2	3	-4	-3
CCOc1ccc(S(=O)(=O)Nc2ccc(F)cc2)c(C)c1C	-22	41	-2
CCC1CCCCN1CCNC(=O)c1[nH]c(C)c(C(C)=O)c1C (centres undefined)	-24	6	-2
COc1ccc(OC)c(S(=O)(=O)Nc2ccccc2C(F)(F)F)c1	-6	34	0
N#Cc1c(-c2ccc3c(c2)OCO3)csc1N	4	32	-4
CC(C)(C)OC(=O)NC(CCCCNC=O)C(=O)O (centres undefined)	11	3	2
C(=C\c1ccccc1)/C=N/n1cnnc1	3	-5	0
C/C(Nc1ccc(F)cc1)=C(/C#N)C(N)=O	-6	4	-2
CCOC(=O)Nc1ccc(C)cc1Br	2	108*	1
COC(=O)/C=C/S(=O)(=O)c1ccc(NC(C)=O)cc1	3	-164	1
O=C1C(NS(=O)(=O)c2cccs2)=C(N2CCN(c3cccc(C(F)(F)F)c3)CC2)C(=O)c2ccccc21	33	-33	0
Cc1ccccc1-c1nc(CN2CCC(C(=O)NCc3cccnc3)CC2)c(C)o1	-12	99*	-3
COc1ccc(C2CC(=O)C=C(NCC3CCCO3)C2)cc1 (centres undefined)	11	-13	4
CCc1nn(CC(=O)NCCc2ccc(S(N)(=O)=O)cc2)c(=O)c2cc3sccc3n12	13	4	-2
O=C(CCS(=O)(=O)c1ccc(Cl)cc1)Oc1ccc2c(c1)OCO2	-3	-4	0
COc1ccccc1-c1noc(CCC(=O)Nc2cccc(C)c2)n1	-7	20	-7

An excerpt; count on the stated rates, not on these rows.
